Screening results from PubChem.
TNAP act hi DEA: activators of human TNAP at high phosphate acceptor concentration. P05186. purified TNAP, CDP-star luminescence, 1 M DEA, 30 min; stronger effect = higher value; 0 = EDTA background, 1 = DMSO-only activity. activation factor at 20 µM. 200,000 tested, under 10 active;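 active means activation factor at least 2 at 20 µM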
Target sequence (P05186 whole entry, looked up): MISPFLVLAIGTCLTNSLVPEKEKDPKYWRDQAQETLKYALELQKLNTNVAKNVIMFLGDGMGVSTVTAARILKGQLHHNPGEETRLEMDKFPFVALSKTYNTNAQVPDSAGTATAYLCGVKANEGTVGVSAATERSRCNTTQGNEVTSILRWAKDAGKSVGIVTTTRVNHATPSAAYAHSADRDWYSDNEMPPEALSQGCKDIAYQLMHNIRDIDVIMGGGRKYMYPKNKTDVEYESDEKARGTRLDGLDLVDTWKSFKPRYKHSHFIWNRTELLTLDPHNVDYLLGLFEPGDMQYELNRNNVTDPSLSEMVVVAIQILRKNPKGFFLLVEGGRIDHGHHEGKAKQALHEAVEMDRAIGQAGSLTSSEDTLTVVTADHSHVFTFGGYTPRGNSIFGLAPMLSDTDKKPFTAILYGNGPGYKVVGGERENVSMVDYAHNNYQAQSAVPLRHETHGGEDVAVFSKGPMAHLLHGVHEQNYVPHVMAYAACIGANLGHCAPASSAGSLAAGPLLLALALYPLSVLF
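Assay system: human TNAP; Input: enzyme diluted 1/800 final; Reagent: CDP-star luminogenic substrate at 100 µM final; Timing: 30 min, room temperature; Signal: luminescence; Evaluation: TNAP activation factor scaled between EDTA and DMSO control wells.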
STAT1 blocker: inhibitors of IFN-gamma induced STAT1 signaling; inhibition, % at 5.5 µM; NIH 3T3 STAT1-luciferase reporter, luminescence; 200,000 tested, 0.35% active; AID 920;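 active means inhibition above a set limit, the mean inhibition across all tested compounds plus 3 SD, cut at about 34% in these data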;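 further: 0% = IFN-gamma with DMSO and 100% = IFN-gamma with 300 µM nifuroxazide; values of inactives mirror those of a sister screen read the other way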
bIAP act: increases bovine intestinal alkaline phosphatase activity; purified bovine IAP, CDP-star luminescence, 30 min; stronger effect = higher value; fold of DMSO-control signal, blank-subtracted; activation factor at 20 µM; 200,000 tested, 0.17% active;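 active means activation factor of 2 or more at 20 µM, a signal rise over negative controls twice the positive control's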
STAT3 act: activators of IL-6 induced STAT3 signaling. U3A cells, IL-6 STAT3-luciferase reporter, luminescence; 100% = signal with IL-6 EC80 alone. activation (% of control), % at 5.6 µM. 190,000 tested, 0.91% active. AID 871;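 active means activation above the screen-wide mean of compound activation plus 3 SD, cut at about 130% in these data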;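 further: 0% = background luminescence of wells with medium and substrate only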
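Material: STAT3-luciferase reporter U3A cells. Controls: IL-6-treated wells, 100% activation. Read-out: % activation versus median of IL-6-stimulated wells. Probe or stimulus: IL-6 stimulus at 33 ng/mL final. Timing: compound 1 h, then IL-6 6 h at 37 °C. Signal: reporter luminescence signal.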
ROMK primary: modulates human ROMK potassium channel activity; Tet-inducible ROMK, thallium flux fluorescence; actives lie on both sides; B-score at 10 µM; 130,000 tested, 2% active;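 active means signal ratio slope over the read window, or its plate-corrected B-score, at least 3 SD from the plate mean, either direction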;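 further: B-score of the F/F0 ratio slope over 7 to 12 s after thallium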
PPARg SRC1 recr: PPARgamma-driven SRC-1 recruitment agonism; P37231; PPARgamma-SRC-1 coactivator recruitment biochemical assay; activation, % at 8 µM; 200,000 tested, 0.41% active; in the data active means activation above about 19%;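 further: 0% = DMSO and 100% = reference agonist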
Target sequence (P37231 whole entry, looked up): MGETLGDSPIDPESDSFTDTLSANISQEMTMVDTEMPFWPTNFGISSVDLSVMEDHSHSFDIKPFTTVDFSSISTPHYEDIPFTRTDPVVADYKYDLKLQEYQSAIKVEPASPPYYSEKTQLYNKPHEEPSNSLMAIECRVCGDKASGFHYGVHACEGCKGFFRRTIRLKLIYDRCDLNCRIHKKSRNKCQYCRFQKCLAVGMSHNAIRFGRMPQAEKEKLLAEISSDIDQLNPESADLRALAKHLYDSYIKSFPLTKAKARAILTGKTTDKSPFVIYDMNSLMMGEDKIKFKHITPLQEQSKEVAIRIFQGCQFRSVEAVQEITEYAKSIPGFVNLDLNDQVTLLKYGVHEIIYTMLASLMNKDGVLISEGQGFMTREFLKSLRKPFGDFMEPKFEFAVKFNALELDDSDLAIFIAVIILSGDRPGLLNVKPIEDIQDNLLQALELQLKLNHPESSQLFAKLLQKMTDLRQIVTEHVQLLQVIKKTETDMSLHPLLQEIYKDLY
bIAP inhibitor: blocks bovine intestinal alkaline phosphatase activity | inhibition, % at 20 µM | 190,000 tested, under 10 active | purified bovine IAP, CDP-star luminescence, 30 min | AID 1019;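 active means over 50% inhibition of intestinal alkaline phosphatase at 20 µM in the single-dose screen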
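Assay system – bovine IAP enzyme · Quantity – bovine IAP at 1/65,000,000 final dilution · Detection – CDP-star luminescence signal · Times – 30 min reaction at room temperature · Also added – CDP-star substrate at 30 µM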
PPARg SRC3 recr: promotes SRC-3 coactivator recruitment by human PPARgamma | biochemical PPARgamma/SRC-3 coactivator recruitment assay | P37231 | 200,000 tested, 0.26% active | AID 731 | activation, % at 8 µM; in the data active means activation above about 23%;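 further: 0% = DMSO and 100% = reference agonist; some compounds past the cut are filed as inactive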
TR-FRET SRC-2 ct: TR-FRET artefact, counter-screen to PPARgamma/SRC-2 agonist assay. stronger effect = higher value. 200,000 tested, 0.4% active. TR-FRET ratio at 8 µM. AID 1049; in the data active means TR-FRET ratio above about 2000; further: inactives centre near 1500
STAT3 inh: inhibitors of IL-6 induced STAT3 signaling. AID 862. inhibition, % at 5.5 µM. U3A cells, IL-6 STAT3-luciferase reporter, luminescence; host cell line lacks STAT1. 190,000 tested, 0.89% active;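 active means inhibition above the mean inhibition across all screened compounds plus 3 SD, cut at about 44% in these data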;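 further: 0% = DMSO only wells and 100% = 100 µM nifuroxazide control wells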
PPARg SRC-2 ag: promotes SRC-2 coactivator recruitment by human PPARgamma. activation, % at 8 µM. PPARgamma LBD-SRC-2 recruitment, biochemical. 200,000 tested, 0.34% active. P37231. AID 1032; in the data active means activation above about 22%;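 further: 0% = vehicle and 100% = reference agonist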
Active calls of the source: *. This is a random part of the collection; 3.7% or so of the library scored in one or more.

How did COC(=O)CSc1ncc(C#N)c(N)n1 do in these assays?
TNAP act hi DEA: 1; STAT1 blocker: -2.3; bIAP act: 1; STAT3 act: 106.1; PPARg SRC1 recr: 8.5; bIAP inhibitor: 2.0; PPARg SRC3 recr: 1.9; TR-FRET SRC-2 ct: 1608; STAT3 inh: -2.8; PPARg SRC-2 ag: 1.3

Results for CC(=O)Oc1ccc(-c2cccc(C(=O)NCCO)c2)cc1 ?
TNAP act hi DEA: 1.1; STAT1 blocker: -8.5; bIAP act: 1; STAT3 act: 98.1; ROMK primary: 0.118; PPARg SRC1 recr: 2.7; bIAP inhibitor: -2.5; PPARg SRC3 recr: -0.3; TR-FRET SRC-2 ct: 1610; STAT3 inh: 7.9; PPARg SRC-2 ag: 9.7

Results for CCn1nc(C(=O)Nc2nc3ccccc3[nH]2)c2ccccc2c1=O ?
TNAP act hi DEA: 1; STAT1 blocker: -1.1; bIAP act: 1; STAT3 act: 90.3; ROMK primary: 1.07; PPARg SRC1 recr: 0.2; bIAP inhibitor: 3.6; PPARg SRC3 recr: -6.7; TR-FRET SRC-2 ct: 1291; STAT3 inh: 12.9; PPARg SRC-2 ag: 1.3

Results for CN(Cc1ccccc1)C(=O)COC(=O)c1ccc2ccccc2n1 ?
TNAP act hi DEA: 1; STAT1 blocker: -1.8; bIAP act: 1.1; STAT3 act: 106.9; ROMK primary: 0.00823; PPARg SRC1 recr: -1.9; bIAP inhibitor: -12.4; PPARg SRC3 recr: -2.9; TR-FRET SRC-2 ct: 1589; STAT3 inh: -5.9; PPARg SRC-2 ag: -1.0

Results for COc1ccc(NC(=S)NNC(=O)CNc2ccc(Cl)cc2)cc1 ?
TNAP act hi DEA: 1; STAT1 blocker: -16.8; bIAP act: 1.4; STAT3 act: 107.3; ROMK primary: -0.686; PPARg SRC1 recr: 5.1; bIAP inhibitor: -37.8; PPARg SRC3 recr: 2.9; TR-FRET SRC-2 ct: 1705; STAT3 inh: -7.6; PPARg SRC-2 ag: 0.4

How did O=C(O)c1cc(C(=O)O)c(-c2ccccc2)c(C(=O)O)c1 do in these assays?
TNAP act hi DEA: 1.1; STAT1 blocker: 0.1; bIAP act: 1; STAT3 act: 97.9; PPARg SRC1 recr: -7.7; bIAP inhibitor: -1.6; PPARg SRC3 recr: -4.3; TR-FRET SRC-2 ct: 1710; STAT3 inh: 5.0; PPARg SRC-2 ag: -5.3

Results for O=C(c1ccco1)n1nc(-c2ccco2)nc1SCc1ccccc1 ?
TNAP act hi DEA: 1; STAT1 blocker: -6.5; bIAP act: 0.8; STAT3 act: 100.0; ROMK primary: 0.225; PPARg SRC1 recr: 4.6; bIAP inhibitor: 20.4; PPARg SRC3 recr: -1.6; TR-FRET SRC-2 ct: 1495; STAT3 inh: -0.1; PPARg SRC-2 ag: -3.8

Results for CCc1nc(N2CCC(C)CC2)c2oc3ccccc3c2n1 ?
TNAP act hi DEA: 1; STAT1 blocker: 3.2; bIAP act: 1.1; STAT3 act: 90.2; PPARg SRC1 recr: 1.6; bIAP inhibitor: -7.4; PPARg SRC3 recr: 5.7; TR-FRET SRC-2 ct: 1687; STAT3 inh: 19.0; PPARg SRC-2 ag: -8.9

What do the screens show for `CC(CP(=O)(O)O)NC(=O)Cc1ccccc1` (centres undefined)?
TNAP act hi DEA: 1; STAT1 blocker: 5.5; bIAP act: 1; STAT3 act: 99.5; ROMK primary: 0.589; PPARg SRC1 recr: -1.3; bIAP inhibitor: -2.4; PPARg SRC3 recr: 7.3; TR-FRET SRC-2 ct: 1678; STAT3 inh: 9.3; PPARg SRC-2 ag: 4.8

What do the screens show for `CCOc1ccc(C2C(C(=O)Nc3cc(C)on3)c3ccccc3C(=O)N2CCN2CCOCC2)cc1` (centres undefined)?
TNAP act hi DEA: 1.1; STAT1 blocker: 1.1; bIAP act: 1.3; STAT3 act: 107.8; ROMK primary: -4.13*; PPARg SRC1 recr: 7.2; bIAP inhibitor: -33.0; PPARg SRC3 recr: 2.9; TR-FRET SRC-2 ct: 1437; STAT3 inh: -5.8; PPARg SRC-2 ag: -4.4

What do the screens show for `CCC(c1nnnn1C(C)C)N1CCN(C2CCCC2)CC1` (centres undefined)?
TNAP act hi DEA: 1; STAT1 blocker: 4.0; bIAP act: 1; STAT3 act: 99.8; PPARg SRC1 recr: -2.7; bIAP inhibitor: -1.3; PPARg SRC3 recr: 2.8; TR-FRET SRC-2 ct: 1538; STAT3 inh: 6.0; PPARg SRC-2 ag: 2.9

How did COc1ccc(C(=O)N2CCCc3ccccc32)cc1 do in these assays?
TNAP act hi DEA: 1.1; STAT1 blocker: -5.6; bIAP act: 0.9; STAT3 act: 108.3; ROMK primary: -1.22; PPARg SRC1 recr: -3.1; bIAP inhibitor: 6.0; PPARg SRC3 recr: -10.4; TR-FRET SRC-2 ct: 1471; STAT3 inh: -5.4; PPARg SRC-2 ag: -2.5

Results for Cc1cccc(Nc2nc(N)nc(CSC(=S)N3CCOCC3)n2)c1 ?
TNAP act hi DEA: 1; STAT1 blocker: -3.9; bIAP act: 0.9; STAT3 act: 102.2; PPARg SRC1 recr: 1.6; bIAP inhibitor: 9.7; PPARg SRC3 recr: 0.3; TR-FRET SRC-2 ct: 1605; STAT3 inh: -3.1; PPARg SRC-2 ag: -3.3

What do the screens show for `Clc1ccc(CSc2ncn[nH]2)cc1`?
TNAP act hi DEA: 0.9; STAT1 blocker: -3.6; bIAP act: 1.1; STAT3 act: 100.6; PPARg SRC1 recr: 3.4; bIAP inhibitor: -10.2; PPARg SRC3 recr: -4.8; TR-FRET SRC-2 ct: 1664; STAT3 inh: 4.7; PPARg SRC-2 ag: 3.6

How did COc1cc(/C=C/[N+](=O)[O-])ccc1OCc1cccc(C(=O)O)c1 do in these assays?
TNAP act hi DEA: 1; STAT1 blocker: 89.5*; bIAP act: 1; STAT3 act: 19.7; ROMK primary: -6.02*; PPARg SRC1 recr: 6.2; bIAP inhibitor: 4.8; PPARg SRC3 recr: 7.3; TR-FRET SRC-2 ct: 1619; STAT3 inh: 93.2*; PPARg SRC-2 ag: -1.6

How did Cc1nn(C)c(C)c1Nc1ccc(N2C(=O)C3C4C=CC(C4)C3C2=O)cc1[N+](=O)[O-] (centres undefined) do in these assays?
TNAP act hi DEA: 0.8; STAT1 blocker: 23.0; bIAP act: 0.9; STAT3 act: 94.8; ROMK primary: 1.06; PPARg SRC1 recr: -4.0; bIAP inhibitor: 14.9; PPARg SRC3 recr: -0.7; TR-FRET SRC-2 ct: 1352; STAT3 inh: 11.9; PPARg SRC-2 ag: -3.9

Results for CCOC(=O)Cc1csc(NC(=O)Nc2cccc(Cl)c2)n1 ?
TNAP act hi DEA: 1; STAT1 blocker: 2.8; bIAP act: 1; STAT3 act: 81.3; ROMK primary: 0.336; PPARg SRC1 recr: 0.0; bIAP inhibitor: -2.4; PPARg SRC3 recr: 0.5; TR-FRET SRC-2 ct: 1505; STAT3 inh: 21.7; PPARg SRC-2 ag: 9.3

Results for CC1CCN(S(=O)(=O)Cc2ccccc2Cl)CC1 ?
TNAP act hi DEA: 0.9; STAT1 blocker: 2.6; bIAP act: 0.9; STAT3 act: 84.0; ROMK primary: 0.284; PPARg SRC1 recr: -2.0; bIAP inhibitor: 10.2; PPARg SRC3 recr: -9.5; TR-FRET SRC-2 ct: 1353; STAT3 inh: 22.0; PPARg SRC-2 ag: -4.8

What do the screens show for `COC(=O)c1ccc(N=NNc2cccc(Br)c2)cc1`?
TNAP act hi DEA: 1; STAT1 blocker: -58.0; bIAP act: 0.8; STAT3 act: 113.7; ROMK primary: -8.34e-05; PPARg SRC1 recr: 8.6; bIAP inhibitor: 19.4; PPARg SRC3 recr: 1.0; TR-FRET SRC-2 ct: 1694; STAT3 inh: -19.3; PPARg SRC-2 ag: 3.1

Results for COc1ccc(S(=O)(=O)NN(C)C(=O)c2nn(-c3ccccc3)ccc2=O)cc1 ?
TNAP act hi DEA: 1.1; STAT1 blocker: -2.5; bIAP act: 0.9; STAT3 act: 100.6; ROMK primary: 0.0848; PPARg SRC1 recr: 10.3; bIAP inhibitor: 9.6; PPARg SRC3 recr: 2.7; TR-FRET SRC-2 ct: 1728; STAT3 inh: 5.0; PPARg SRC-2 ag: 4.9

How did Cc1cccc(OCC(=O)N/N=C\c2cn(C)c3ccccc23)c1 do in these assays?
TNAP act hi DEA: 1.1; STAT1 blocker: -11.1; bIAP act: 1; STAT3 act: 96.8; PPARg SRC1 recr: 4.8; bIAP inhibitor: 3.8; PPARg SRC3 recr: 6.1; TR-FRET SRC-2 ct: 1600; STAT3 inh: 6.1; PPARg SRC-2 ag: 2.0

Results for CCCCN(C)C(=O)C1CCC(=O)N(c2cc(OC)c(OC)c(OC)c2)C1c1ccc(OC)cc1 (centres undefined) ?
TNAP act hi DEA: 1; STAT1 blocker: 2.6; bIAP act: 0.8; STAT3 act: 105.7; PPARg SRC1 recr: 2.4; bIAP inhibitor: 15.1; PPARg SRC3 recr: -2.2; TR-FRET SRC-2 ct: 1439; STAT3 inh: -2.4; PPARg SRC-2 ag: 4.2

How did CCOC(=O)N1CCN(S(=O)(=O)c2ccc(F)cc2)CC1 do in these assays?
TNAP act hi DEA: 1.1; STAT1 blocker: 4.2; bIAP act: 0.9; STAT3 act: 101.1; PPARg SRC1 recr: 4.1; bIAP inhibitor: 7.1; PPARg SRC3 recr: 3.5; TR-FRET SRC-2 ct: 1610; STAT3 inh: 2.5; PPARg SRC-2 ag: 3.4

Results for C/C(=N\NC(=O)CN(c1ccccc1)S(=O)(=O)c1ccccc1[N+](=O)[O-])C(C)(C)C ?
TNAP act hi DEA: 1; STAT1 blocker: -9.9; bIAP act: 0.8; STAT3 act: 107.4; ROMK primary: -0.714; PPARg SRC1 recr: -3.5; bIAP inhibitor: 21.5; PPARg SRC3 recr: 1.6; TR-FRET SRC-2 ct: 1517; STAT3 inh: -11.6; PPARg SRC-2 ag: -10.0

Results for O=C(Nc1cccc(-c2cn3ccccc3n2)c1)c1cc2ccccc2oc1=O ?
TNAP act hi DEA: 1; STAT1 blocker: -5.3; bIAP act: 0.9; STAT3 act: 97.5; PPARg SRC1 recr: 12.1; bIAP inhibitor: 12.6; PPARg SRC3 recr: 13.1; TR-FRET SRC-2 ct: 1489; STAT3 inh: 11.8; PPARg SRC-2 ag: -2.2
